Compound activity as filed in PubChem BioAssay.
ATG4B inh = inhibitors of human ATG4B cysteine protease | Q9Y4P1 | inhibition, % at 8.33 µM | ATG4B cleavage of LC3-PLA2, NBD-HPC fluorescence, 1 h | 340,000 tested, 0.51% active | AID 504462; in the data active = inhibition above about 40%
APOBEC3A inh = blocks human APOBEC3A ssDNA deamination; 330,000 tested, 0.41% active; AID 493011; recombinant A3A, FAM/TAMRA ssDNA deamination fluorescence; inhibition, % at 20 µM; P31941;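 active = at least 40% inhibition at 20 µM here, with at most 30% in a related deaminase screen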;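 also: plate controls were A3A with DMSO for no effect and wells lacking A3A enzyme for full effect; some results filed as inactive read as strong as hits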
hIAP activ = increases human intestinal alkaline phosphatase activity | purified human IAP, CDP-Star luminescence, 30 min; active compounds read high; 1 = vehicle-only enzyme, 0 = enzyme-free background | activation factor at 10 µM | 330,000 tested, 0.16% active | AID 2524;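 active = activation factor of the enzyme at least 2-fold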; also: the source names both 10 and 20 µM as test concentration; values of inactives mirror those of a sister screen read the other way
hIAP inh = blocks human intestinal alkaline phosphatase; P09923; purified IAP, CDP-Star luminescence, 30 min; inhibition, % at 10 µM; 330,000 tested, 0.12% active;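 active = inhibition reaching a set limit with compound at 10 µM in the primary screen, cut at about 35% in these data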;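 also: plate controls were DMSO wells with enzyme for no effect and no-enzyme buffer wells for full effect; values of inactives mirror those of a sister screen read the other way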
PfGluPho inh = PfG6PD (Plasmodium falciparum) enzyme inhibition | 350,000 tested, 0.78% active | AID 504690 | inhibition, % at 20 µM | PfGluPho enzyme, NADPH resazurin-diaphorase fluorescence;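 active = inhibition reaching at least a set limit at 20 µM in the primary screen, cut at about 59% in these data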;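 also: 0% = DMSO wells with substrate and 100% = DMSO wells lacking glucose-6-phosphate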
mIAP block = blocks mouse intestinal alkaline phosphatase | purified mouse IAP, CDP-Star luminescence, 30 min | 330,000 tested, 0.2% active | inhibition, % at 10 µM | AID 2806;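 active = inhibition of at least 40% at 10 µM in the primary screen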;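 also: plate controls were DMSO with enzyme for no effect and no enzyme wells for full effect; values of inactives mirror those of a sister screen read the other way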
mIAP act = mouse IAP activation. muIAP, CDP-Star luminescence, 30 min; active compounds read high; 1 = vehicle-only enzyme signal, 0 = enzyme-free wells. activation factor at 10 µM. 330,000 tested, 0.24% active;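 active = activation factor of at least 2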; also: the source names both 10 and 20 µM as test concentration; values of inactives mirror those of a sister screen read the other way
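Assay system: mouse IAP enzyme / Compound: DMSO-dissolved test compounds / Timing: 30 min, room temperature / Measured by: luminescence from enzymatic CDP-Star hydrolysis / Control set: DMSO-only wells, enzyme-free buffer wells as negative control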
HKDC1 inhibitor = blocks human hexokinase HKDC1 activity; inhibition, % at 20 µM; AID 493160; recombinant HKDC1, G6PDH/diaphorase resazurin coupled fluorescence; Q2TB90; 340,000 tested, 0.16% active;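 active = inhibition above about 35% when tested at 20 µM, limit read from the data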;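 also: plate controls were DMSO wells with enzyme for no effect and DMSO wells lacking enzyme for full effect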
Target sequence (Q2TB90 whole entry, looked up): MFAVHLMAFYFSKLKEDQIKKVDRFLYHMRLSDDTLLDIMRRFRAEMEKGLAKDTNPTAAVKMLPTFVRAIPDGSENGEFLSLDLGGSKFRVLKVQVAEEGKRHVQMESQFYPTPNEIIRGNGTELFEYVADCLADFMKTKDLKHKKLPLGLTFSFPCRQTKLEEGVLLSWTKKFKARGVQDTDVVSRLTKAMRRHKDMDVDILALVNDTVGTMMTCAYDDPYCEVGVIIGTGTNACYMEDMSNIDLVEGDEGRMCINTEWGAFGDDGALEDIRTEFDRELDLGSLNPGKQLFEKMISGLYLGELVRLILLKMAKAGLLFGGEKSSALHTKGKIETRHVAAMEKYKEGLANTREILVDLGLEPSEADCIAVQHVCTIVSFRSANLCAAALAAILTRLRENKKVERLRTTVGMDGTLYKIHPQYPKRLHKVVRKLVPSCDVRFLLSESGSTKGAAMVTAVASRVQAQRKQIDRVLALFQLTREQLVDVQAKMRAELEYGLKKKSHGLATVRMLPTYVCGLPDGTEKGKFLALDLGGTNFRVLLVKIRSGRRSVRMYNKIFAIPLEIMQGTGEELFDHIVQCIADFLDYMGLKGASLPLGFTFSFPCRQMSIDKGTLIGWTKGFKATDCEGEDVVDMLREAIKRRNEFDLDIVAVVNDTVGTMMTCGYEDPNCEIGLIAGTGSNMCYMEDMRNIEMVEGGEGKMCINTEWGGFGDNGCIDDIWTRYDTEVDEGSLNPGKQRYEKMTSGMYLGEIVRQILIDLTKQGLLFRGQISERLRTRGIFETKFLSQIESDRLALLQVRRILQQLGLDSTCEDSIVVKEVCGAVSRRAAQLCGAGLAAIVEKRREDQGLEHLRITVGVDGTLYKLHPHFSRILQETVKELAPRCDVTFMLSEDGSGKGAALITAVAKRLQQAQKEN
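Test system: recombinant HKDC1 (HK5) hexokinase enzyme, produced in-house / Doses: 20 µM test compound, 1% DMSO / Timing: 90 min, room temperature / Detection: G6PDH/diaphorase-coupled fluorescence, 1 mM NADP, 100 µM resazurin, 525/613 nm / Control set: DMSO wells with and without enzyme mix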
Starred values were filed as active, the others as inactive; · = not tested or not shown.

No.	structure	ATG4B inh	APOBEC3A inh	hIAP activ	hIAP inh	PfGluPho inh	mIAP block	mIAP act	HKDC1 inhibitor
1	O=C(NCc1ccco1)C(c1ccccc1)N(Cc1cccnc1)C(=O)Cn1nnc2ccccc21 (stereo not given)	-1	-3	1.1	-14	18	-2	1	-6
2	CC(=O)Nc1ccc(NC(=O)CN(c2cccc([N+](=O)[O-])c2)S(C)(=O)=O)cc1	-4	0	0.92	8	7	4	0.96	-10
3	COc1ccccc1/C=C(\NC(=O)c1ccc(OC)c(OC)c1)C(=O)Nc1cccc([N+](=O)[O-])c1	10	-1	0.9	10	-34	6	0.94	-2
4	COc1ccc(C(=O)CN(CCC(=O)O)S(=O)(=O)c2ccc([N+](=O)[O-])cc2)cc1	-4	-1	1	-1	-14	8	0.92	4
5	C=CCNc1oc(COc2ccc(C)cc2)nc1C#N	9	-1	0.87	13	6	4	0.96	4
6	COC(=O)c1c(C)oc(C)c1S(=O)(=O)NCc1ccc(Cl)cc1Cl	-2	-4	1	-1	4	-1	1	-2
7	CC(=O)N1CCc2cc(S(=O)(=O)CCC(=O)NCc3ccc(F)cc3)ccc21	3	2	1.1	-12	-5	3	0.97	-6
8	O=C(O)/C=C/C(=O)Nc1ccc(OC(F)(F)Cl)cc1	0	0	0.78	22	9	12	0.88	-9
9	c1ccc(C2=Nc3ccccc3SC2c2nc3ccccc3[nH]2)cc1 (stereo not given)	·	-2	0.95	5	·	10	0.9	·
10	NC(=O)c1ccc(CN2CCc3ccccc3C2)cc1	8	4	1.1	-6	4	0	1	2

Brought forward from above: 3 entries; new compounds follow.
No.	structure	ATG4B inh	APOBEC3A inh	hIAP activ	hIAP inh	PfGluPho inh	mIAP block	mIAP act	HKDC1 inhibitor
8	O=C(O)/C=C/C(=O)Nc1ccc(OC(F)(F)Cl)cc1	0	0	0.78	22	9	12	0.88	-9
9	c1ccc(C2=Nc3ccccc3SC2c2nc3ccccc3[nH]2)cc1 (stereo not given)	·	-2	0.95	5	·	10	0.9	·
10	NC(=O)c1ccc(CN2CCc3ccccc3C2)cc1	8	4	1.1	-6	4	0	1	2
11	CN(CCOc1ccccc1)C(=O)c1ccc(F)c(S(=O)(=O)N2CCOCC2)c1	-4	0	0.94	6	-9	12	0.88	-2
12	Cc1ccc(C)c(C(=O)OCC(=O)Nc2cccc(S(=O)(=O)N3CCCCC3)c2)c1	-3	-4	1	-2	1	-82	1.8	3
13	COc1ccc(N/C=C/C(=O)C(C)(C)C)cc1	-5	-1	1.1	-11	17	-5	1	-11
14	O=C(Nc1nc2c(s1)CCCC2)C1CCCN1C(=O)c1cccs1 (stereo not given)	-3	54*	0.96	4	-1	-9	1.1	4
15	CCCCCN(C(=O)NC(=O)NCCCC)S(C)(=O)=O	-4	-5	0.96	4	6	7	0.93	-10
16	CC(C)[C@H](NC(=O)OC(C)(C)C)C(=O)N1CCC(C(=O)N[C@@H](C)C(=O)Nc2ccc(F)cc2)CC1	3	2	1	-1	-10	-5	1.1	-3
17	COCCN(C(=S)Nc1ccc(C)cc1C)C(C)c1cccs1 (stereo not given)	-4	-2	1	-2	3	1	0.99	-7
18	O=C1c2ccccc2NC(c2ccc3c(c2)OCO3)N1O (stereo not given)	1	8	0.99	1	-19	0	1	-2
19	CCOc1ccc(/C=N/NC(=O)C(C)N(c2ccc(OC)cc2)S(C)(=O)=O)cc1OCC (stereo not given)	-13	0	1	-2	-8	12	0.88	-30
20	O=c1[nH]ncc(NCc2ccc(Cl)cc2)c1Cl	9	6	0.92	8	-9	0	1	-2
21	CCOC(=O)C1CCCN(CC(=O)NC2=Nc3ccccc3N=C(C)C2c2ccccc2)C1 (stereo not given)	13	-1	1	-4	1	10	0.9	6
22	CCOC(=O)CSc1nc(N)cc(=O)[nH]1	-1	-5	0.91	9	-12	3	0.97	6
23	NC(=O)Cn1c(=O)n(CCc2ccccc2)c(=O)c2c3c(sc21)CCCC3	1	6	1	-4	-15	0	1	-9
24	COCCN(C(=O)CNC(=O)c1cccs1)C(C(=O)NC1CCCC1)c1cccs1 (stereo not given)	-12	-4	1	-4	7	-7	1.1	8
25	CSc1ccccc1NC(=O)CN(C)C(=O)c1c(C)nn(Cc2ccccc2)c1C	-1	-6	1	-5	-9	5	0.95	-6
26	O=C(CN1C(=O)c2cccc3cccc1c23)NC1CCCCC1	-2	-1	0.88	12	3	2	0.98	0
27	COc1ccc(CCN(C)C(=O)CN2C(=O)NC3(CCCCC3C)C2=O)cc1OC (stereo not given)	1	3	1.1	-5	3	3	0.97	-9
28	COc1ccc(/C=C/C(=O)Nc2ccc3nc4n(c(=O)c3c2)CCCC4)cc1OC	-13	-2	1	-2	-16	0	1	4
29	COc1ccc(C(=O)c2no[n+]([O-])c2C(=O)c2ccc(OC)cc2)cc1	-4	-3	0.93	7	28	2	0.98	17
30	O=C(Cc1ccc(Br)cc1)Nc1ccc2[nH]ncc2c1	2	-7	1	-2	-4	-12	1.1	-9
31	CCN(CC)c1ccc(/C=N/N2CCN(Cc3ccc(Cl)cc3)CC2)c(O)c1	2	-5	0.93	7	19	4	0.96	1
32	c1ccc(-c2nnc(CSc3nc4ccccc4[nH]3)o2)cc1	0	1	0.92	8	43	6	0.94	-7
33	CCN(CC)c1ccc(/C=N/N(c2ccccc2)c2ccccc2)c(O)c1	-6	-1	0.92	8	12	5	0.95	-2
34	O=C(Cc1cccs1)NCc1cc(Cl)cc(Cl)c1	-7	3	1.1	-8	17	0	1	-1
35	COc1ccccc1/C=C/c1nc(S(=O)(=O)c2ccccc2)c(N2CCC(C(N)=O)CC2)o1	-3	2	1.1	-12	1	-6	1.1	8
36	NC(=O)NC(=O)C(c1ccccc1)N1CCN(S(=O)(=O)Cc2ccccc2)CC1 (stereo not given)	1	-2	1	0	3	7	0.93	-5
37	COc1cc(C2Nc3ccccc3NC3=C2C(=O)CC(C)(C)C3)cc(OC)c1OC (stereo not given)	-2	-8	1.2	-16	7	-1	1	-3
38	c1cc2c(cc1Cn1cnnn1)OCO2	-12	-1	0.92	8	-6	1	0.99	-2
39	Cc1ccc(C)c(OCc2nnc(NC(=O)c3ccc4c(c3)OCO4)s2)c1	-3	-2	1.1	-7	-2	7	0.93	-3
40	Cc1cc2cc(CNC(=O)Nc3ccc(Cl)c(Cl)c3)ccc2n1C	-8	-1	0.79	22	17	-8	1.1	-6
41	COC(=O)CCCCCCCCC(O)CN(C)C (stereo not given)	0	1	1.1	-12	-1	3	0.97	-7
42	CCCn1c2ccccc2c2cnn(CC(=O)NC3CCCC(C)C3C)c(=O)c21 (stereo not given)	4	-2	1.1	-5	-3	-1	1	-7
43	CN(C)CC(C(=O)c1ccccc1)c1ccccc1 (stereo not given)	4	-2	0.97	3	-17	13	0.87	5
44	COCCN(CC1CCCN(C2Cc3ccccc3C2)C1)C(=O)CCSC (stereo not given)	6	-2	0.96	4	-30	7	0.93	8
45	COc1ccc(CNC2CCCCC2C)c(OC)c1 (stereo not given)	4	-1	0.95	5	-3	2	0.98	-2
46	COc1ccccc1N1CCN(C(=O)COc2ccc(C)cc2Br)CC1	-13	-5	0.96	4	13	7	0.93	3
47	COC(=O)/C(=C/Nc1ccccc1)[N+](=O)[O-]	9	0	1.4	-40	-4	-6	1.1	-11
48	CN1CCN(C(=O)c2cc3c(C(F)(F)F)nn(C)c3s2)CC1	-7	0	1.1	-13	-5	8	0.92	1
49	Cc1ccc(C(=O)N/N=C\c2cc(Br)c(Br)o2)cn1	0	44*	1.2	-19	20	2	0.98	11
50	Cc1ccc(-c2nn(-c3ccccc3)cc2/C=C2\SC(=S)N(CC(=O)O)C2=O)cc1	6	-7	0.94	6	-6	13	0.87	-9
51	COc1ccc(/C=C/C(=O)Nc2cc(C)nn2-c2nc3ccccc3[nH]2)cc1	-10	-2	1.2	-22	5	6	0.94	2
52	O=C1CC(Sc2cccs2)C(=O)N1c1ccccc1 (stereo not given)	1	2	1	0	10	0	1	-3
53	Cc1ccc(NC(=O)c2cc3ccccc3o2)cc1Cl	-11	-6	0.94	6	100*	-3	1	1
54	Cc1sc2ncnc(SCC(=O)Nc3nc(-c4ccc(F)c(F)c4)cs3)c2c1C	5	-2	0.96	4	-8	-2	1	11
55	COc1cccc(N2CCN(C(=O)CN(c3cc(C)cc(C)c3)S(=O)(=O)c3c(C)noc3C)CC2)c1	-6	-6	1.1	-13	9	3	0.97	-2
56	C/C(Cl)=C\Cn1c(N2CCCCCC2)nc2c1c(=O)n(C)c(=O)n2C	4	4	0.95	5	-17	-13	1.1	-1
57	O=C(c1ccc2c(Cl)c3c(nc2c1)CCCC3)N1CCC(N2CCCCC2)CC1	-8	-3	0.79	21	-3	5	0.95	-4
58	CN(CC(=O)Nc1ccccc1Cl)C(=O)c1ccc(-c2cccc(C(F)(F)F)c2)o1	-3	0	1.1	-12	44	-6	1.1	2
59	Cc1c(C)c2ccc(OCC(=O)NC(Cc3ccc(Cl)cc3)C(=O)O)cc2oc1=O (stereo not given)	-21	5	0.91	9	-16	6	0.94	-3
60	Cc1csc2ncnc(N3CCN(C(=S)Nc4ccc(F)cc4F)CC3)c12	-5	-4	1	-4	19	-9	1.1	0

Additional entries.
No.	structure	ATG4B inh	APOBEC3A inh	hIAP activ	hIAP inh	PfGluPho inh	mIAP block	mIAP act	HKDC1 inhibitor
61	COc1ccc(N(CC(=O)Nc2cccc(F)c2)S(=O)(=O)c2c(C)[nH]c(=O)[nH]c2=O)cc1	0	2	1.1	-15	-20	0	1	1
62	C=CCOCCn1[nH]c2ccccc2c1=O	-2	-4	1.1	-6	16	1	0.99	-3
63	O=C(COc1ccc(S(=O)(=O)NCc2ccccc2)cc1Cl)NCC1CCCO1 (stereo not given)	-15	-5	1.1	-7	-7	-2	1	-2
64	Cc1nn2c([nH]c(=O)c3ccccc32)c1C=O	-6	-1	0.97	3	15	5	0.95	-9
